High-throughput results (PubChem BioAssay)
ELG1 genotox – induces genotoxicity in HEK293T cells with luciferase-tagged ELG1; HEK293T ELG1-luciferase reporter, luminescence, 16 h; Potency, µM (series often up to 46 µM), for inactives: at the top dose activity change, positive = activation, usual class: activators; hit rate 1.3% among 330,000; AID 504466; note: % of control where 0% means no effect; nearly all actives have a fitted effect of over 60% in size
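After overnight (16 hr) compound treatment at 37 °C, ELG1-luciferase HEK293T cells were lysed with ONE-Glo; luminescence quantified 30 min later at room temperature.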
MBNL1-CUG inh – MBNL1-poly(CUG) RNA binding inhibition; hit rate 0.036% among 280,000; Q9NR56; Potency, µM (top dose mostly 57.5 µM), for inactives: at the top dose activity change, negative = inhibition, actives largely listed as inhibitors; TR-FRET MBNL1-His/biotin-(CUG)12 binding, 665/545 ratio; AID 2675; active = well fitted inhibition curve with a large enough effect in the signal ratio, with a control signal flat, not every such curve was filed as active; inconclusive = small, poorly fitted or top-dose-only effect, or effect the other way, or a change in a side signal; inactive = no such curve, though single readings can be large or run the other way; the % refers to the signal ratio; note: % is set by controls: 0 for no effect and ±100 for the full control effect
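Compounds (final 92 nM to 58 uM) are added to His-tagged MBNL1 and biotin-(CUG)12, then terbium anti-His antibody and streptavidin-XL665 (5 nM final). After 60 min at room temperature, the 665/545 nm ratio is read.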
FLuc counter – firefly luciferase modulation, counter-screen for miR-21 project; P08659; purified FLuc, Km substrates, luminescence inhibition; Potency, µM (titrated, usually from 57.5 µM), inactives show top-dose activity change, negative = inhibition, actives largely listed as inhibitors; hit rate 6.9% among 360,000; AID 588342;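 note: plate controls were vehicle for no effect and reference inhibitor for full effect; nearly all actives have a fitted effect of over 55% in size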
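Biochemical qHTS of compounds, final roughly 60 µM downward over six points, against 10 nM purified firefly luciferase using Km concentrations of substrates (10 uM D-luciferin, 10 uM ATP) in Tris acetate pH 7.5 buffer; luminescence output.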
NPC1 prom act – activators of NPC1 promoter. Huh7 NPC1 promoter luciferase reporter, 24 h. Potency, µM (top dose mostly 9.22 µM), for inactives: top-dose activation, usual class: activators. hit rate 2.4% among 320,000. AID 485313;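 note: % of control where 0% means no effect; nearly all actives have a fitted effect of over 60% in size; reporter is driven by a mutant NPC1 promoter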
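Cells: Huh7 expressing luciferase under the NPC1 promoter, 1500/well. Seeded 2 h, compound added, incubated 24 h at 37 °C. Luciferase reagent, 10 min ambient, then luminescence.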
p53 reactivator – restores transcriptional activity of mutant p53 | H1299 p53-A138V BP100-luciferase reporter, luminescence, 24 h | Potency, µM (series often up to 92.2 µM), for inactives: at the highest dose activity change, positive = activation, most hits filed as activators | hit rate 0.063% among 320,000; note: % of control where 0% means no effect; nearly all actives have a fitted effect of over 45% in size
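H1299 (p53-null), stable ts p53-A138V + BP100-Luc; 1000 cells/well, Opti-MEM/10% FBS; cpd 4 pt, 1:5; 24 h, 37 deg C, 5% CO2; detection reagent 10 min RT; luminescence.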
BRCA1 expr up – activators of BRCA1 expression | hit rate 1.1% among 380,000 | Potency, µM (doses to about 46.1 µM), for the others: top-dose activation, most hits filed as activators | AID 624202 | MCF7-BRCA1-FFLuc reporter, luminescence, 48 h; response scale: scaled: vehicle 0%, 10 µM genistein 100%; note: nearly all actives have a fitted effect of over 80% in size; some results filed as inactive show a strong effect at the top dose
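First, MCF7-BRCA1-FFLuc cells (2000/well) attach for 2 h; next, compounds are pin-added and incubated 48 h at 37 °C; finally, luciferase reagent is added and luminescence read after 15 min.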
MLL CXXC-DNA inh – blocks binding of human MLL CXXC domain to DNA | Q03164 | MLL-CXXC / FITC-HOXA9 DNA fluorescence polarization | Potency, µM (top dose mostly 115 µM), for inactives: at the top dose activity change, negative = inhibition, usual class: inhibitors | hit rate 0.037% among 290,000 | AID 2662; active = well fitted inhibition curve with a large enough effect in the polarisation, with a control signal flat, not every such curve was filed as active; inconclusive = small, poorly fitted or top-dose-only effect, or effect the other way, or a change in a side signal; inactive = no such curve, though single readings can be large or run the other way; the % refers to the polarisation
Target sequence (Q03164 whole entry, looked up, the tested form may be a part): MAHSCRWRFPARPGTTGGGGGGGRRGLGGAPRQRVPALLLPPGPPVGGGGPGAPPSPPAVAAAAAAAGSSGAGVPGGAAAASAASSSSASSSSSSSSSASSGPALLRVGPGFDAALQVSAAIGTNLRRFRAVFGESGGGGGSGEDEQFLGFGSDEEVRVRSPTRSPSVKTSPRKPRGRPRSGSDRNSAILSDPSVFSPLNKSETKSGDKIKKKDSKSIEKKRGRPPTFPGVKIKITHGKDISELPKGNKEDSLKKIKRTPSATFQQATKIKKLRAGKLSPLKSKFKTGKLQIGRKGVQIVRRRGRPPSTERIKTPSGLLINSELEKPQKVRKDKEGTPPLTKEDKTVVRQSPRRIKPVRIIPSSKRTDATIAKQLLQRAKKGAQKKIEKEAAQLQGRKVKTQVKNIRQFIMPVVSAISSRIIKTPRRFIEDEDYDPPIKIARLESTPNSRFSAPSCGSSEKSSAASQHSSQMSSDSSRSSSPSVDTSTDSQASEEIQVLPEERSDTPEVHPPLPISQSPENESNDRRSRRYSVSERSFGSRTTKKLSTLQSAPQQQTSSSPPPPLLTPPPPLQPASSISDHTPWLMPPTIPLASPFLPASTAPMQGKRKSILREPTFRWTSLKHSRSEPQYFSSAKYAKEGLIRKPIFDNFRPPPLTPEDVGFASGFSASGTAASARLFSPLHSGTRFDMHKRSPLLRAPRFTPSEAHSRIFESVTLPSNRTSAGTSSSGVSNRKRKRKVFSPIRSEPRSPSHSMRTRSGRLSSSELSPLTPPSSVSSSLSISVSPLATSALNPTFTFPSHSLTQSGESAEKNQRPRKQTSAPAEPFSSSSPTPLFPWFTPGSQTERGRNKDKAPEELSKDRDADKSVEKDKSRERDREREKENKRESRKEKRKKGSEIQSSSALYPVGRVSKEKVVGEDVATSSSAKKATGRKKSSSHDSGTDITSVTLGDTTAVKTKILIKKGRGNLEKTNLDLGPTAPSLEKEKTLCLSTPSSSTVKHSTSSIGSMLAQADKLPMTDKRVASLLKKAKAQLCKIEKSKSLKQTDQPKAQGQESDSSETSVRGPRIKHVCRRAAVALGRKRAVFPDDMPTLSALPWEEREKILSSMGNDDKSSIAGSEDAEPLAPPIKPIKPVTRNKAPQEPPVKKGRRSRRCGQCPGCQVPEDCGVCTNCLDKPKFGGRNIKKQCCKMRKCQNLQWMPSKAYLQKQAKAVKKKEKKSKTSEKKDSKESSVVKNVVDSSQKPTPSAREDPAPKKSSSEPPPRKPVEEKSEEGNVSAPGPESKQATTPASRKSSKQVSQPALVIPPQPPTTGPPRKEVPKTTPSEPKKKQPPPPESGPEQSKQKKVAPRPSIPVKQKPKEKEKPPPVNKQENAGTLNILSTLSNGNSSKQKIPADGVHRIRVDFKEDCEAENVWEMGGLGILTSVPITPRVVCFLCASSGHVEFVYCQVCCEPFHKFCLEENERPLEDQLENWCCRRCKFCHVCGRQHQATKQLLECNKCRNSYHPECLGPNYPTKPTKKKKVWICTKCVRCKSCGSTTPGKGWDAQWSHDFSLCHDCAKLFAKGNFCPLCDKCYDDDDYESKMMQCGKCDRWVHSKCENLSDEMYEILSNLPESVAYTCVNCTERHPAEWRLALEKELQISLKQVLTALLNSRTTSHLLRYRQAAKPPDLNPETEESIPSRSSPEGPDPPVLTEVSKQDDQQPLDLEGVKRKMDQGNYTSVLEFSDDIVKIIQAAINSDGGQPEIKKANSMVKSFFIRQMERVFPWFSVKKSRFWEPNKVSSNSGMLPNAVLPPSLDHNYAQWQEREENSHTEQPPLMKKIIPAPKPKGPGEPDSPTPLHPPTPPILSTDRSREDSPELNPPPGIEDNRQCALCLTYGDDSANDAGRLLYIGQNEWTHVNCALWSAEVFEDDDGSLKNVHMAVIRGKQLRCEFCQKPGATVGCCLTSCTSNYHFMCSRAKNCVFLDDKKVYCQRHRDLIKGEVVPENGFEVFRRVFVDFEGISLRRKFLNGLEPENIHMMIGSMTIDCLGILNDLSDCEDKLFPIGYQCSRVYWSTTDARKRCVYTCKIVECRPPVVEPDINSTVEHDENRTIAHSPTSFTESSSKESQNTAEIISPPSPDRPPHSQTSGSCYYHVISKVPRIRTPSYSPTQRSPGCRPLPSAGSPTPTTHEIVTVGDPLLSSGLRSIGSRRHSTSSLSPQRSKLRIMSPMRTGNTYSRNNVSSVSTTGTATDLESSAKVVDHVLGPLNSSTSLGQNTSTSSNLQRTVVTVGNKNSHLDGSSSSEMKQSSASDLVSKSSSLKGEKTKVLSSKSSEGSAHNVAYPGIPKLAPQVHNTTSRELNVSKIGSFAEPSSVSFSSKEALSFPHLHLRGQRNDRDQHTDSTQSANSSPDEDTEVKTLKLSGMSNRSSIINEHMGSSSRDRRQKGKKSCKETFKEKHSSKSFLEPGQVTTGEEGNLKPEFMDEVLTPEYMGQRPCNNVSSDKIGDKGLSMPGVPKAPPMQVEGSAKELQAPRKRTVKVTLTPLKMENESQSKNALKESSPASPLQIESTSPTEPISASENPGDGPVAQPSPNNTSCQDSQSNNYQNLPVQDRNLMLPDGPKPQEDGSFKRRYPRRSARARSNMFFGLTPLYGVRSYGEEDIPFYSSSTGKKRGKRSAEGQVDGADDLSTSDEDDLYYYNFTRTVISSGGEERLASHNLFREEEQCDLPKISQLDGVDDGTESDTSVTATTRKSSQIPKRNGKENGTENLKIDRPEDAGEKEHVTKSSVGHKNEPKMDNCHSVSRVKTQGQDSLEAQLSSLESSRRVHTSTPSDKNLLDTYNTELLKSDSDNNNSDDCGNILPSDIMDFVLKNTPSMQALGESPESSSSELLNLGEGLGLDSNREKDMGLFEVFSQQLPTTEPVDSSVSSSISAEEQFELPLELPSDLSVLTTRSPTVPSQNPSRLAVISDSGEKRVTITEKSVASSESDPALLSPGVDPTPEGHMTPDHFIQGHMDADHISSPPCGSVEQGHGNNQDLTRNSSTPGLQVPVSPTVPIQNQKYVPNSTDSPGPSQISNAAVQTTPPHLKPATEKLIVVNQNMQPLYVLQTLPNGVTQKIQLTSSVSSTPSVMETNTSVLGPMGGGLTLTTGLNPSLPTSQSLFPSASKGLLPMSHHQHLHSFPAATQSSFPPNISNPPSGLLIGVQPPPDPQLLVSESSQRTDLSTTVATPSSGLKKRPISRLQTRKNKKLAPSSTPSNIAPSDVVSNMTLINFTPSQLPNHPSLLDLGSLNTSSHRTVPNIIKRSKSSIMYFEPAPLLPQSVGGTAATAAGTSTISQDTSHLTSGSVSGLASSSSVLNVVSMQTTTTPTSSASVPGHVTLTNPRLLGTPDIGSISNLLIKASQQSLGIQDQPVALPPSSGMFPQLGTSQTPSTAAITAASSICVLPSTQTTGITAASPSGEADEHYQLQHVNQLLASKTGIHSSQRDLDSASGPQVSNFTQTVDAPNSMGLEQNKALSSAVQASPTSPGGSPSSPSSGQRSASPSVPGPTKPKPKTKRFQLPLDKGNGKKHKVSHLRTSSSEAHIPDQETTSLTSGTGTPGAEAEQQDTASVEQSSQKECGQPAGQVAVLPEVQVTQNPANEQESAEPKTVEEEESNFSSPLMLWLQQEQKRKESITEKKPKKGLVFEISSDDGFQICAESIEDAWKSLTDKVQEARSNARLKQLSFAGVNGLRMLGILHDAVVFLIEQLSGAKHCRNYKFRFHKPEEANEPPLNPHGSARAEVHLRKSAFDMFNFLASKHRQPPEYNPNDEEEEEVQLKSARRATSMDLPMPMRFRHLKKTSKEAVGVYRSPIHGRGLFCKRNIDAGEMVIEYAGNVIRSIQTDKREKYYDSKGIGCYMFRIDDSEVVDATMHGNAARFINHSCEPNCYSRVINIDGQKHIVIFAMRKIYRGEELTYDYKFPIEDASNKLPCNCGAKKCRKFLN
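Steps: dispense CXXC domain solution (7 uM) → pin compounds or unlabeled HOX-A9 DNA control → 5 min ambient → add FLSN-HOX-A9 solution (50 nM) → spin → 30 min ambient → fluorescence polarization. Tris pH 7.5/NaCl/DTT/BSA buffer.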
Gal4-VP16 FLuc – counter-screen for ROR gamma inhibitors: Gal4-VP16 reporter; Drosophila S2 Gal4-VP16 UAS-luciferase, luminescence, 20 h; Potency, µM (highest dose often 53.6 µM), for the others: at the top dose activity, negative = inhibition, actives largely listed as inhibitors; hit rate 3.5% among 310,000; AID 2546;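 note: Gal4-VP16 expression switched on by copper sulfate through the metallothionein promoter; % is set by controls: 0 for no effect and ±100 for the full control effect; nearly all actives have a fitted effect of over 50% in size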
uPA generation – inhibitors of cell surface uPA generation; cell surface uPA generation assay, qHTS; Potency, µM (doses to about 38.3 µM), without a hit: at the top dose activity change, negative = inhibition, most hits filed as inhibitors; hit rate 0.31% among 330,000; active = well fitted inhibition curve with a large enough effect; inconclusive = small, poorly fitted or top-dose-only effect; inactive = no such curve, though single readings can be large or run the other way; tested in mouse RAW 264.7 cells; note: % is set by controls: 0 for no effect and ±100 for the full control effect; nearly all actives have a fitted effect of over 55% in size
Rab9 promoter act – Rab9 promoter activation; Potency, µM (highest dose often 9.22 µM), for inactives: at the top dose activation, negative = inhibition, usual class: activators; hit rate 2.8% among 320,000; AID 485297; Huh7 Rab9 promoter-luciferase reporter, luminescence, 24 h; note: % of control where 0% means no effect; nearly all actives have a fitted effect of over 60% in size
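Stable Rab9-luc Huh7, 1500 cells/well, 2 h settle; cmpd in DMSO, 24 h, 37 °C/5% CO2; luciferase reagent 10 min RT; luminescence.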
RORg inh – ROR gamma (mouse) transcription inhibition. P51450. Drosophila S2 Gal4-RORgamma UAS-luciferase reporter, 20 h. hit rate 5.4% among 310,000. Potency, µM (doses to about 53.6 µM), without a hit: top-dose activity change, negative = inhibition, most hits filed as inhibitors; note: % is set by controls: 0 for no effect and ±100 for the full control effect; nearly all actives have a fitted effect of over 60% in size
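Drosophila S2 cells stably expressing Gal4-DBD/mouse RORγ fusion under metallothionein promoter plus UAS-luciferase; compound 1 h, then 700 uM CuSO4 induction for 20 h at ambient temperature; inhibition read as reduced luminescence.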
* hit, by the source's call; u = inconclusive; x = no result given; ! = not confirmed by another sample; [ ] = remark or other dose. Unless noted, calls come from the whole dose curve; as a rule, active = well fitted curve in the direction sought with a large enough effect; inconclusive = small, poorly fitted or top-dose-only effect, or another doubt; inactive = no such curve, though single readings can be large; an effect the other way counts as inactive or inconclusive. Potency is the fitted concentration of half-maximal effect. Only part of the results is shown, so the mix of outcomes need not match the whole.

SMILES	ELG1 genotox	MBNL1-CUG inh	FLuc counter	NPC1 prom act	p53 reactivator	BRCA1 expr up	MLL CXXC-DNA inh	Gal4-VP16 FLuc	uPA generation	Rab9 promoter act	RORg inh
O=C(Nc1ccc(Cl)cn1)c1ccc2nccnc2c1	u	u	12µM*	1.6µM*	3%	68%	13%	1%	-12%	u	-14%
CCN1CCCC(OC(=O)c2cc(-c3ccccc3Cl)nc3ccccc23)C1 (configuration not stated)	-9%	21%	-3%	-5%	-4%	-4%	4%	2%	-17%	2%	2%
O=C(Cn1ccc(=O)[nH]c1=O)Nc1ccc(C(=O)O)c(O)c1	1%	-5%	-4%	-3%	-3%	-8%	42%[activator]	-5%	-10%	-4%	-6%
Cc1ccc(C(=O)NC(=S)Nc2cccc3nsnc23)cc1	0%	151%[activator]	u	-1%	-1%	18%	-2%	26%	8%	u	-18%
O=C(COC(=O)c1ccc(O)cc1O)NC1CCS(=O)(=O)C1 (configuration not stated)	-1%	-7%	-1%	-1%	-2%	-5%	9%	-3%	3%	-4%	17%
CC(C)[C@H](NC(=O)N1c2ccccc2NC(=O)[C@@H]1C(C)C)C(=O)N[C@H](Cc1ccccc1)C(=O)O	7%	0%	5%	3%	x	3%	-6%	-1%	2%	-4%	21%
Cc1ccc(CCNC(=O)C2CCC(=O)N2Cc2cccnc2)cc1 (configuration not stated)	3%	4%	4%	6%	3%	-38%	-5%	5%	-8%	-5%	6%
CC(C)CN(C(=O)c1ccc(Br)o1)C1CCS(=O)(=O)C1 (configuration not stated)	8%	x	5%	-4%	-4%	-4%	x	x	-3%	-3%	x
COC(=O)/C=C/C(=O)Nc1ccc(O)c(Cl)c1	-1%	7%[11.5 µM]	-11%	-2%	u	-22%	-7%	u	-19%	-7%	u
COc1ccc(NCc2nnc(SCC(=O)c3ccc(OC)cc3)o2)cc1	11%	5%	u	2%	2%	4%	2%	4%	x	-4%	-36%
Cc1nc2cc(N3CCOCC3)c(NC(=O)C3CC3)cc2c(=O)n1Cc1ccccc1	6%	-13%	2%	2%	-4%	-27%	-2%	4%	1%	1%	8%
Cc1nc(SCC(=O)N(C)Cc2ccco2)c2c(C)c(C)sc2n1	-10%	2%	3%	12%	-1%	6%	5%	-13%	-13%	-4%	8%
Cc1ccc(N(CC(=O)NCCc2ccccc2)C(=O)CCC(=O)Nc2cc(C)ccn2)cc1	1%	0%	0%	-4%	-8%	-23%	-7%	3%	-13%	-1%	-2%
O=C(CSc1nnc(CNC(=O)c2ccccc2F)o1)Nc1ccc2c(c1)OCCO2	-4%	-2%	u	2%	29%	-6%	-3%	-2%	-1%	1%	-21%
CC(/C=N/NC(=O)c1cc(-c2cccnc2)nc2c1c(C)nn2-c1ccccc1)=C\c1ccccc1	-10%	-6%	5%	-2%	-10%	-39%	5%	-3%	5%	1%	u
CC1(C)CC(=O)C2=C(C1)OC(/N=C/N1CCCC1)=C(C#N)C2c1ccccc1 (configuration not stated)	1%	-6%	-1%	-4%	-4%	11%	6%	11%	-1%	-4%	-23%
O=C(Cn1nc(Cl)nc1Cl)c1cc2ccccc2oc1=O	4%	u	6%	2%	3%	-8%	11%	-2%	-2%	1%	-25%
Cc1ccc(-n2c(C)cc(C(=O)Cn3nc(C(=O)O)c4ccccc4c3=O)c2C)cc1	4%	2%	5.4µM*	0%	10%	-40%	6%	u	-2%	8%	u
CC(=O)SC(C[N+](=O)[O-])c1cn(C(C)=O)c2ccccc12 (configuration not stated)	4%	3%	u	-12%	-43%[inhibitor]	-69%	-16%	u	-1%	-48%[inhibitor]	11µM*
Cc1ccc(S(=O)(=O)CCC(=O)N2CCN(c3ccc(Cl)cc3)CC2)cc1	-3%	8%	5%	-3%	-7%	-57%	-3%	-14%	x	-2%	-12%
O=C(CNC(=O)c1cccs1)N/N=C/c1ccc(Cl)cc1	3%	13%	u	-1%	7%	23%	5%	5%	-5%	2%	u
CC(=O)Nc1ccc(C(=O)OC2CCOC2=O)cc1 (configuration not stated)	0%	-1%	2%	-1%	-3%	0%	10%	1%	-1%	2%	-18%
C=CCNC(=S)NCc1cccnc1	2%	x	-1%	5%	-5%	-2%	16%	-1%	3%	6%	47%
CC(c1nccs1)N(C)c1nc2nonc2nc1N(C)C (configuration not stated)	-1%	13%	0%	-3%	2%	6%	-12%	6%	-3%	1%	-15%
COc1ccc(/C=C(/NC(=O)c2ccco2)C(=O)NCc2ccco2)cc1OC	8%	u	-2%	-7%	3%	-32%	u	-11%	-3%	7%	1%
New compounds follow
SMILES	ELG1 genotox	MBNL1-CUG inh	FLuc counter	NPC1 prom act	p53 reactivator	BRCA1 expr up	MLL CXXC-DNA inh	Gal4-VP16 FLuc	uPA generation	Rab9 promoter act	RORg inh
O=C(CSc1nc(=O)n2ccccc2n1)NCc1ccc2c(c1)OCO2	1%	x	1%	-1%	10%	1%	x	x	-2%	0%	x
COc1ccc(C(C)=O)cc1COC(=O)CCNS(=O)(=O)c1ccc(C(C)=O)cc1	1%	-1%	4%	-7%	-8%	4%	5%	-4%	3%	0%	-3%
Cc1ccc(SCC(=O)OC(C)C(=O)NCc2ccccc2)cc1 (configuration not stated)	1%	x	1%	-3%	12%	0%	x	x	0%	-2%	x
CC(C)(C)c1cc(Br)ccc1OCC(=O)Nc1ncn[nH]1	2%	1%	0%	-4%	-4%	0%	-5%	18µM*	2%	-4%	3.5µM*
Cc1cc(S(=O)(=O)N2CCOCC2)ccc1F	0%	-5%	1%	-1%	-2%	-2%	0%	-4%	1%	-2%	0%
Cc1ccc(-c2cc(C(=O)N3CCCC(C(F)(F)F)C3)c3ccccc3n2)o1 (configuration not stated)	-2%	x	12µM*	3%	4%	1%	x	x	-25%	9%	x
O=C(NN1C(=O)c2cc(Br)ccc2NC1c1cc(Br)cc(Br)c1O)c1ccncc1 (configuration not stated)	-1%	-9%	u	-2%	23%	-32%	2%	7.9µM*	3%	8%	5µM*
Cc1ccc(-n2c(=O)c(C#N)cc3c(=O)n4ccccc4nc32)cc1C	4%	21%	-1%	1%	-2%	3%	8%	7%	x	3%	-36%
CCOc1ccc(CCNC(=O)c2ccc(=O)[nH]c2)cc1OCC	-6%	2%	3%	-1%	22%	7%	-6%	-1%	13%	-3%	1%
COC(=O)C1C(c2ccccc2)C(C(=O)O)C1c1ccccc1 (configuration not stated)	0%	-5%	5%	-5%	11%	9%	2%	3%	-2%	-8%	-2%
O=C(O)c1ccc(N/N=C/c2ccnc3ccccc23)cc1	u	u	1.3µM*	0.56µM*	2%	99%	2%	u	5%	u	u
O=C(/C=C/c1ccccc1)NCc1ccco1	5%	-2%	u	18%	2%	63%	-5%	-3%	0%	21%	15%
Cc1ccsc1CNS(=O)(=O)c1ccc(F)cc1	4%	4%	0%	-2%	0%	5%	-9%	7%	-23%	-2%	u
COc1cccc(/C=N/NC(=S)NCc2ccco2)c1OC	0%	-3%	-15%	-4%	0%	-4%	-5%	u	1%	-17%	3.5µM*
CC(C)=C(NC(=O)c1ccccc1)C(=O)N/N=C(\C)c1ccccc1O	4%	3%	4%	-5%	-5%	-37%	-3%	2.5µM*	5%	-5%	0.89µM*
N#CCCn1cc(/C=N/NC(N)=S)c(-c2ccc(Br)cc2)n1	6%	18%	-3%	1%	-6%	-23%	8%	0.5µM*	3%	-2%	0.22µM*
CN(Cc1ccco1)S(=O)(=O)c1nnc(NC(=O)c2ccccc2)s1	7%	3%	24µM*!	23%	u	41%	16%	2%	-22%	18%	23%
CCN(Cc1ccc(N(C)C)cc1)C(C)C(=O)Nc1ccc(S(=O)(=O)N2CCCC2)cc1 (configuration not stated)	3%	x	2%	0%	0%	-12%	x	x	13%	-10%	x
CN(C)S(=O)(=O)c1ccc(N2CCCC2)c(C(=O)Nc2ccccc2N2CCOCC2)c1	0%	-2%	-4%[2.3 µM]	1%	-9%	-7%	1%	5%	-5%	-1%	1%
O=C(CCn1nc(-c2ccc(Cl)cc2)ccc1=O)N1CCN(c2ccccc2)CC1	-13%	0%	-2%	-1%	-4%	-16%	-17%	8%	-21%	-5%	10%
CC(=O)N1CCC2(CC1)CC(=O)c1cc(OCC(=O)NCc3ccco3)ccc1O2	-1%	1%	-2%	-4%	1%	-11%	3%	12%	x	-3%	21%
Cc1ccc(CSc2nc3nc(C)cc(C)n3n2)cc1	u	1%	u	9%	-27%	60%	14%	23%	1%	12%	u
COc1ccc(C(=O)C(Cc2cc(C(C)=O)ccc2OC)N2CCCC2)cc1 (configuration not stated)	-1%	-6%	3%	-1%	-1%	-34%	3%	-13%	-7%	-2%	-14%
